TWEAK Fn14 block – inhibitors of TWEAK-Fn14 signaling, primary screen, luciferase reporter cells, uHTS; AID 1159606, 2016; inhibition, % at 10 µM; TWEAK-stimulated Fn14 reporter cells, luciferase luminescence, 8 h; 360,000 tested, 2% active; in the data active means inhibition above about 50%
COUP-TFII inh – NR2F2 transcriptional activity inhibitors, primary screen, cell-based, luciferase reporter, HEK293T, luminescence; 370,000 tested, 0.7% active; inhibition, % at 8.6 µM; HEK293T NGFI-A luciferase reporter; AID 686940, 2013;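 active means inhibition above a per-plate cutoff, mean inhibition of test wells between control levels plus 3 SD, cut at about 38% in these data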;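 further: cells cotransfected with COUP-TFII expression vector driving the NGFI-A reporter; 0% = median of COUP-TF2 test wells and 100% = reporter-only cells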
TRAIL sens C8 – viability loss with TRAIL in NB7+C8 cells, primary screen, TRAIL sensitizer project, cell-based, ATPlite luminescence; inhibition (viability loss, TRAIL sensitization), % at 10 µM; AID 624354, 2012; 360,000 tested, 1% active;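 active means compounds causing at least 50% loss of cell viability in the single-dose screen, relative to plate controls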
CF NFkB block – inhibitors of PAF-induced NF-kB signaling, primary screen, cell-based, GFP fluorescence, uHTS. KKLEB NF-kB-GFP reporter, GFP fluorescence overnight. inhibition, % at 5 µM. 360,000 tested, 0.86% active. AID 588850, 2011;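 active means at least 50% inhibition at 5 µM, scaled per plate between neutral and stimulator controls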;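 further: PAF is a Pseudomonas aeruginosa culture filtrate used as stimulus; plate controls were PAF-stimulated DMSO wells for no effect and unstimulated DMSO wells for full effect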
TROY signal inh – inhibitors of TROY-driven NF-kB signaling, primary screen, Q293 LMP1-TROYcd cells, NF-kB luciferase, uHTS. 360,000 tested, 0.98% active. Q293 LMP1-TROYcd NF-kB luciferase reporter, 4 h. inhibition, % at 10 µM;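 active means compounds whose plate-normalised and pattern-corrected inhibition of the luciferase reporter signal at the single screening dose is 50% or more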
Shn3 3UTR inh – reduction of Shn3 3'UTR firefly luciferase signal, primary screen, Schnurri-3 inhibitor project, cell-based, Clone20 osteoblasts, set 2; Clone20 osteoblast Shn3 3'UTR firefly luciferase, 24 h; inhibition, % at 12.5 µM; 360,000 tested, 0.52% active; AID 588674, 2011;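 active means mean inhibition of at least 75% with every replicate also reaching 75%; inconclusive means mean inhibition at least 75% but some replicate below; inactive means mean inhibition below 75%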;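 further: 0% = median of neutral control wells and 100% = pilot-screen positive control compound; some compounds past the cut are filed as inactive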
NCOA1 inh – SRC1 coactivator transcriptional activity inhibitors, primary screen, cell-based, luminescence; AID 588354, 2011; HEK293 GAL4-SRC1 luciferase reporter; Nuclear receptor coactivator 1 (Homo sapiens), Q15788; inhibition, % at 3.6 µM; 360,000 tested, 0.12% active;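 active means inhibition above the campaign mean plus 3 SD, with each screening campaign given its own cutoff, cut at about 60% in these data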;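 further: 0% = DMSO treated cells and 100% = gossypol at 36 µM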
KKLEB tox – cytotoxicity in KKLEB CF airway cells, primary screen, cytotoxicity control for CF NF-kB inhibitor project, cell-based, uHTS, fluorescence assay plates; 360,000 tested, 0.36% active; KKLEB CF airway cells viability, ATPlite luminescence, overnight; stronger effect = lower value; cells stimulated with P. aeruginosa culture filtrate; AID 602141, 2011; activity change (cytotoxicity), % at 5 µM;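 active means corrected activity change at or below -50% at 5 µM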
LMP1 NFkB inh – EBV LMP1-driven NF-kappaB luciferase reporter inhibitors, primary screen, cell-based, luminescence, single point. LMP1-induced NF-kappaB luciferase reporter cells. inhibition, % at 12.5 µM. 350,000 tested, 0.69% active; in the data active means inhibition above about 41%; inconclusive means no clear call, values can overlap the other calls;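 further: 0% = neutral control wells and 100% = reference inhibitor control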
NCOA3 inh – SRC3 coactivator transcriptional activity inhibitors, primary screen, cell-based, luminescence. Nuclear receptor coactivator 3 (Homo sapiens), Q9Y6Q9. HEK293 GAL4-SRC3 luciferase reporter. inhibition, % at 3.6 µM. 360,000 tested, 0.17% active. AID 588352, 2011;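 active means inhibition above a per-campaign cutoff, the mean of all compounds plus 3 SD, cut at about 60% in these data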;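 further: 0% = DMSO-treated cells and 100% = gossypol-treated cells at 36 µM; higher means less SRC3-driven luciferase light from the GAL4 reporter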
Target sequence (Q9Y6Q9 whole entry, looked up, the tested form may be a part): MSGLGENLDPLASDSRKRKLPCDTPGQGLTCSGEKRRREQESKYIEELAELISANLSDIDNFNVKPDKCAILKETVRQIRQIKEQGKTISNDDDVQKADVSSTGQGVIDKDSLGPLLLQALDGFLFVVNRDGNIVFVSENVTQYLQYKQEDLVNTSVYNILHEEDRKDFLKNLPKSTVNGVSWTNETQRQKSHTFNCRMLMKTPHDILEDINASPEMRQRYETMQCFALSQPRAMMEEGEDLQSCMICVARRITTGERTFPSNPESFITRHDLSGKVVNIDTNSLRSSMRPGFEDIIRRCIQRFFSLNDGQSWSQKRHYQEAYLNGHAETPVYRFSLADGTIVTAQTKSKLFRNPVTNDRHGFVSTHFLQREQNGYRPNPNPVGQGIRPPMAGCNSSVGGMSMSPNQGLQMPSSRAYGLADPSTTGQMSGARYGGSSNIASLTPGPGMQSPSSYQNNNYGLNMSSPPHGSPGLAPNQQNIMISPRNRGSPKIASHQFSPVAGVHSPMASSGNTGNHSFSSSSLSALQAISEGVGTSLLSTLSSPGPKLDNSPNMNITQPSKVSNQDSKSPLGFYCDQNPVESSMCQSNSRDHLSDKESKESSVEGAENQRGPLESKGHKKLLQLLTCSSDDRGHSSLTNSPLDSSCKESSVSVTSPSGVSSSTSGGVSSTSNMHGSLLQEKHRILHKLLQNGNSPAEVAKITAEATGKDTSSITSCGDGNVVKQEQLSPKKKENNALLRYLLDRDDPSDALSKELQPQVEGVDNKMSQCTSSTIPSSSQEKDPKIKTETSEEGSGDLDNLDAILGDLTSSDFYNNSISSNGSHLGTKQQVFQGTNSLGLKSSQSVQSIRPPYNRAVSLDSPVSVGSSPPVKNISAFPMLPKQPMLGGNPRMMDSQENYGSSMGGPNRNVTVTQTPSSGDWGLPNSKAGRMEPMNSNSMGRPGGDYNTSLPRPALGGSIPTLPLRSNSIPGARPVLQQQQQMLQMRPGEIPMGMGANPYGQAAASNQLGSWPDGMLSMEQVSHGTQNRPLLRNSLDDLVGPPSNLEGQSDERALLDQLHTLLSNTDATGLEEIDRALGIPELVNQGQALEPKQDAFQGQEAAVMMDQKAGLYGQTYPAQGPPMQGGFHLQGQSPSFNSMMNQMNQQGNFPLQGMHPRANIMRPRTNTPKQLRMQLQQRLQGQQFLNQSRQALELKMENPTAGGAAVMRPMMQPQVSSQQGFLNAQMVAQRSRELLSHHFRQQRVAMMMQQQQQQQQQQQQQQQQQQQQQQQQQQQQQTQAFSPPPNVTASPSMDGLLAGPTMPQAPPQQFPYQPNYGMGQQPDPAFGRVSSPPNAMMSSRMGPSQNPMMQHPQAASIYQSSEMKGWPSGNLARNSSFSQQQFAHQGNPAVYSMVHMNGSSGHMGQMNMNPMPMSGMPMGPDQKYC
LRH-1 inv ag – LRH-1 (NR5A2) inverse agonists, primary screen, cell-based, luminescence, HEK293T, StAR-luciferase reporter. LRH-1 transfected, 24 h. inhibition, % at 3.6 µM. 360,000 tested, 0.13% active. AID 602396, 2012;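 active means inhibition above the mean inhibition of all tested compounds plus 3 SD, cut at about 73% in these data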;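 further: 0% = DMSO wells and 100% = reporter-only cells lacking LRH-1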
Active calls of the source: *; ? = inconclusive; & = joins results of further samples. The list is partial; the hit share may differ from the screen's.

SMILES	TWEAK Fn14 block	COUP-TFII inh	TRAIL sens C8	CF NFkB block	TROY signal inh	Shn3 3UTR inh	NCOA1 inh	KKLEB tox	LMP1 NFkB inh	NCOA3 inh	LRH-1 inv ag
CCC1(C)CC(C(N)=S)CCO1 (stereo unspecified)	-2	-18	13	9	-24	-23	-23	3	2	12	-12
O=C(NCc1cccnc1)c1ccc(-c2ccc(Cl)cc2)o1	-12	-6	6	-15	-12	11	0	-15	-6	1	-8
O=C1C(Cl)=C(N2CCCCC2)C(=O)N1c1ccccc1Cl	2	11	2	-4	-11	5	22	-12	0	2	3
CC(=O)SCCC(=O)N1C(C)CCCC1C(=O)O (stereo unspecified)	3	8	6	-3	5	-13	-3	2	3	-13	9
O=C(c1cn(-c2ccccc2)nc1-c1cccs1)N(CCO)Cc1ccccc1	-2	14	-7	8	-4	-5	2	6	-11	4	2
COc1ccc(-c2cc(C(=O)Nc3ccc(Br)cc3)no2)cc1	11	6	5	-8	10	-8	-48	-3	-2	-7	-2
CCCn1c(=O)c(C(=O)NCCc2ccccc2)c(O)c2ccccc21	-28	5	8	-15	-7	-5	0	0	0	0	-4
Cc1ccc(-n2nnnc2SCC(=O)N2CCNC2=O)cc1C	21	14	2	-8	-34	-2	1	6	-1	-1	17
COCC(=O)N1CCC(n2nnc3cc(F)ccc32)CC1	8	10	-36	-4	-4	0	6	6	-4	9	-37
Cc1ccc(C(=O)O/N=C2\CCSc3ccc(C)cc32)cc1	-4	-14	18	4	-57	15	1	-11	-11	7	2
COc1cccc(NC(=O)C(NCC2CCCCC2)c2ccccc2)c1 (stereo unspecified)	11	1	-1	11	-14	-12	5	-4	3	4	10
O=C(c1ccccc1)c1ccc(OCC(O)CN2CCCC2)cc1 (stereo unspecified)	19	12	1	-4	13	16	6	-5	1	-3	-7
O=C(CN1CCN(c2ccccc2O)CC1)Nc1cccnc1Cl	1	7	-12	8	-8	12	-3	4	15	-10	-13
COc1ccc(CCNC(=O)COC(=O)CSc2ccc(C(N)=O)cc2[N+](=O)[O-])cc1OC	-24	-1	16	-2	-4	-26	-43	-4	1	8	-20
Cc1cccc(NC(=O)COc2ccc(/C=C\c3[nH]c(=O)[nH]c(=O)c3[N+](=O)[O-])cc2)c1	-22	-13	11	3	-15	-10	-17	-2	2	17	-25
Cc1ccc(N/C=C(\C#N)S(=O)(=O)c2ccccc2)cc1	8	9	-2	0	-4	-8	-13	-23	-12	-12	-6
S=C(Nc1ccc2c(c1)OCO2)NC1CCN(Cc2ccccc2)CC1	-5	-11	-28	1	-15	-7	3	19	1	-3	1
Cc1cccc(C)c1NC(=O)COC(=O)C1CC1	13	0	-8	16	-6	3	-1	-2	-2	-3	-5
Cc1c(C(=O)N2CCCCC2)sc(NC(=O)C23CC4CC(CC(C4)C2)C3)c1C#N	-10	-9	22	22	-13	-18	7	-11	-1	10	17
CC(=O)Oc1ccc(NC(=O)CSc2ccccc2)cc1	1	-23	4	0	-22	-32	-37	1	0	-35	-11
CCS(=O)(=O)c1ccc2oc(SCC(=O)NCCc3ccc(F)cc3)nc2c1	6	13	-13	12	-16	12	12	-3	-1	10	-5
O=[N+]([O-])c1ccc(/C=N/n2c(CO)nc3ccccc32)s1	-9	-8	45	22	-8	-14	-4	-8	-25	-3	53
CCN1CCCC1CNC(=S)Nc1ccc(C(C)=O)cc1 (stereo unspecified)	-4	19	3	8	-4	-1	-16	3	-25	8	15
Cc1ccc(C(=O)NC(N(C)C)C(Cl)(Cl)Cl)cc1 (stereo unspecified)	2	-5	-1	16	-15	6	-7	-8	9	7	8
O=C(O)c1ccc(S(=O)(=O)c2ccc([N+](=O)[O-])cc2[N+](=O)[O-])cc1	4	13	-9	7	-2	-4	14	-5	18	4	10
O=C(COc1cccc(Cl)c1)Nc1ccccc1N1CCCCC1	1	0	33	16	-4	4	-14	-8	-7	0	16
COc1ccc(C)cc1S(=O)(=O)N1CCN(S(=O)(=O)c2cc(C)ccc2OC)CC1	-3	6	-2	-2	2	16	4	10	17	9	3
O=c1c2sccc2[nH]c(=S)n1Cc1ccccc1	8	0	-6	8	-14	17	0	4	2	-8	6
O=S(=O)(c1ccccc1)c1nc(-c2ccccc2F)oc1NCc1cccnc1	9	5	-12	-11	6	10	-2	-1	-3	15	14
Cc1nc2nc(C)c(CCC(=O)NCCCN3CCN(c4cccc(Cl)c4)CC3)c(C)n2n1	9&-13	10&6	-3&-5	-19&8	13&-19	-8&8	6&-12	10&9	-9&1	1&16	13&5

Results in TRAIL sens C8, TROY signal inh and LMP1 NFkB inh, for some of the entries so far:
smiles,TRAIL sens C8,TROY signal inh,LMP1 NFkB inh
Cc1cccc(C)c1NC(=O)COC(=O)C1CC1,-8,-6,-2
O=C1C(Cl)=C(N2CCCCC2)C(=O)N1c1ccccc1Cl,2,-11,0

Continuation.
SMILES	TWEAK Fn14 block	COUP-TFII inh	TRAIL sens C8	CF NFkB block	TROY signal inh	Shn3 3UTR inh	NCOA1 inh	KKLEB tox	LMP1 NFkB inh	NCOA3 inh	LRH-1 inv ag
C=CCn1c(COc2ccccc2)nnc1SC(C)C(=O)N/N=C/c1cc(Cl)ccc1O (stereo unspecified)	-14	8	4	3	43	?	-17	-6	10	5	24
O=C(Nc1ccccc1F)c1cc(S(=O)(=O)N2CCCCC2)cs1	-6	8	-8	19	-11	22	9	-16	-14	4	-6
COC(=O)c1[nH]c2cc(OC)ccc2c1NC(=O)c1c(F)cccc1F	-6	-18	-7	8	-16	5	1	-12	4	15	15
O=C(CN1C(=O)NC2(CCCCCC2)C1=O)NC1CC1	5	16	-11	-9	-8	6	-12	1	-4	11	13
CCCNC(=O)Cn1c2ccccc2c2nc(=O)cc(C)n21	1	-8	-6	11	-9	-9	-1	-4	-13	2	8
COC(=O)/C(=C/c1c[nH]c2ccccc12)NC(C)=O	8	1	-10	-6	0	17	-23	-4	-6	2	-8
Cc1ccc(CNC(=O)CS(=O)(=O)Cc2nc(-c3ccc(C)cc3)oc2C)cc1	-1	-16	-36	-6	2	-6	12	-6	-7	30	-4
CCC(=O)N1CCc2cc(S(=O)(=O)NCCC(=O)N3CCN(c4ccccn4)CC3)ccc21	-28	16	-21	-2	10	-2	-7	2	-10	-3	1
O=S(=O)(Nc1ncccn1)c1ccc(NC(=S)Nc2ccccc2)cc1	1	12	-8	5	-1	3	-3	2	2	0	4
Cc1ccc(OC(=O)N(C)C[C@H]2OCc3cn(nn3)CCCC(=O)N([C@H](C)CO)C[C@@H]2C)cc1	-10	6	13	-8	-8	1	10	1	5	15	7
CCC(C)[C@H](NC(=O)NCCCOC(C)C)C(=O)OC (stereo partly specified)	5	4	13	-7	13	-2	13	4	1	10	11
CC(=O)NC1=NN(C(C)=O)C(C)(c2ccc(C)o2)S1 (stereo unspecified)	3	5	1	-8	10	-8	-28	8	3	1	-2
CC(=O)c1ccc(OCc2cc(C(=O)N3CCN4CCCC4C3)no2)cc1 (stereo unspecified)	-11	-8	2	-2	11	9	-10	-17	0	-7	-9
Cc1ccccc1C(=O)Nc1ccc2c(c1)OCCO2	58*	-46	62*	12	-12	4	-102	0	32	-46	-129
O=C(N/N=C/c1ccc(OC(F)F)cc1)c1ccc(CSc2nc3ccccc3[nH]2)cc1	-15	1	-4	11	28	15	0	2	6	3	14
O=[N+]([O-])c1cc(F)c(N2CCCCC2)cc1N1CCOCC1	-14	25	4	11	0	-31	-19	2	-3	10	50

Among those listed so far, 7 have a Cl atom.
SMILES	TWEAK Fn14 block	COUP-TFII inh	TRAIL sens C8	CF NFkB block	TROY signal inh	Shn3 3UTR inh	NCOA1 inh	KKLEB tox	LMP1 NFkB inh	NCOA3 inh	LRH-1 inv ag
O=C(NCc1cccnc1)c1ccc(-c2ccc(Cl)cc2)o1	-12	-6	6	-15	-12	11	0	-15	-6	1	-8
O=C1C(Cl)=C(N2CCCCC2)C(=O)N1c1ccccc1Cl	2	11	2	-4	-11	5	22	-12	0	2	3
O=C(CN1CCN(c2ccccc2O)CC1)Nc1cccnc1Cl	1	7	-12	8	-8	12	-3	4	15	-10	-13
Cc1ccc(C(=O)NC(N(C)C)C(Cl)(Cl)Cl)cc1 (stereo unspecified)	2	-5	-1	16	-15	6	-7	-8	9	7	8
O=C(COc1cccc(Cl)c1)Nc1ccccc1N1CCCCC1	1	0	33	16	-4	4	-14	-8	-7	0	16
Cc1nc2nc(C)c(CCC(=O)NCCCN3CCN(c4cccc(Cl)c4)CC3)c(C)n2n1	9&-13	10&6	-3&-5	-19&8	13&-19	-8&8	6&-12	10&9	-9&1	1&16	13&5
C=CCn1c(COc2ccccc2)nnc1SC(C)C(=O)N/N=C/c1cc(Cl)ccc1O (stereo unspecified)	-14	8	4	3	43	?	-17	-6	10	5	24

Source: PubChem BioAssay (several laboratories)
